From PubChem
HTT ATP protect: qHTS Multiplex Assay to Identify Dual Action Probes in a Cell Model of Huntington: Cytoprotection (ATP); 230,000 tested, 0.14% active; PC12 HTT-Q103 induced, cytoprotection, ATP luminescence, 40 h; AID 1471, 2008; Potency, µM (highest dose often 56.4 µM), for inactives: cytoprotection (ATP increase), actives largely listed as activators;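 also: potency is read from the fitted curve at half-maximal effect; % of control where 0% means no effect; nearly all actives have a fitted effect of over 45% in size; toxic huntingtin expression switched on by the ecdysone agonist tebufenozide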
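PC12 cells with ecdysone-inducible HTT exon 1 Q103-GFP, induced with 100 nM tebufenozide and co-treated with library compounds in a dose series (1536-well, 1500 cells/well). Cytoprotection read as ATP content by ATPlite luminescence.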
HttQ103 aggreg: qHTS Multiplex Assay to Identify Dual Action Probes in a Cell Model of Huntington: Aggregate Formation (GFP) | PC12 HttQ103-GFP aggregates, Acumen cytometry, 40 h | Potency, µM (titrated, usually from 46.1 µM), for inactives: at the highest dose activity change, negative = inhibition, actives largely listed as inhibitors | 220,000 tested, 1.1% active | AID 1688, 2009; also: potency is read from the fitted curve at half-maximal effect; % is scaled to controls: 0 for no effect and ±100 for the full control effect; nearly all actives have a fitted effect of over 60% in size
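PC12 cells stably carrying ecdysone-inducible HTT exon 1 Q103–GFP were induced with tebufenozide (100 nM final) and treated with library compounds in titration. GFP aggregates in lysates were counted by laser scanning cytometry.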
Lamin A splicing: qHTS Assay for Modulators of Lamin A Splicing. HeLa LMNA splicing GFP/RFP minigene ratio, 48 h. Potency, µM (titrated, usually from 46.1 µM), for the others: top-dose ratio change, negative = inhibition, hits mostly inhibitors. 200,000 tested, 0.01% active. AID 1487, 2009; active = well fitted inhibition curve with a large enough effect in the signal ratio, with a control signal flat, not every such curve was filed as active; inconclusive = small, poorly fitted or top-dose-only effect, or effect the other way, or a change in a side signal; the % refers to the signal ratio; also: potency is read from the fitted curve at half-maximal effect; % is scaled to controls: 0 for no effect and ±100 for the full control effect
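S3 HeLa cells stably expressing lamin A-EGFP splicing minigene plus DsRed2, 600 cells/well, 48 h compound exposure at 37C. Laser-scanning cytometry; analysed as GFP (500-530 nm)/RFP (575-640 nm) total intensity ratio; 0.5% DMSO vehicle.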
GAA glycogen mod: qHTS Assay for Inhibitors and Activators of Human alpha-Glucosidase Cleavage of Glycogen; Potency, µM (highest dose often 76.4 µM), for the others: at the highest dose activity change, negative = inhibition, actives largely listed as inhibitors; 300,000 tested, 0.38% active; AID 2100, 2009; recombinant GAA, glycogen substrate, Amplex Red glucose oxidase fluorescence;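 also: potency is read from the fitted curve at half-maximal effect; 0% = full enzyme reaction and -100% = no-enzyme basal signal; the screen sought inhibitors and activators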
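Recombinant human alpha-glucosidase (4 nM final) hydrolysed bovine liver glycogen (30 ug) for 40 min at 37 C in pH 5.0 citrate/phosphate with 0.01% Tween-20. Released glucose detected by glucose oxidase/Amplex Red, Ex 573/Em 610 nm. Compounds up to 77 uM; AC50 from Hill fits.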
CBFb RUNX1 block: qHTS Assay for Compounds Blocking the Interaction Between CBF-beta and RUNX1 for the Treatment of Acute Myeloid Leukemia. Runt-related transcription factor 1 (Homo sapiens) + Core-binding factor subunit beta …. AlphaScreen CBFb-His/RUNX1-biotin binding, biochemical. Potency, µM (top dose mostly 59.8 µM), without a hit: at the top dose activity, negative = inhibition, most hits filed as inhibitors. 230,000 tested, under 10 active. AID 1477, 2009; also: % of control where 0% means no effect
Target sequence (Q01196 whole entry, looked up): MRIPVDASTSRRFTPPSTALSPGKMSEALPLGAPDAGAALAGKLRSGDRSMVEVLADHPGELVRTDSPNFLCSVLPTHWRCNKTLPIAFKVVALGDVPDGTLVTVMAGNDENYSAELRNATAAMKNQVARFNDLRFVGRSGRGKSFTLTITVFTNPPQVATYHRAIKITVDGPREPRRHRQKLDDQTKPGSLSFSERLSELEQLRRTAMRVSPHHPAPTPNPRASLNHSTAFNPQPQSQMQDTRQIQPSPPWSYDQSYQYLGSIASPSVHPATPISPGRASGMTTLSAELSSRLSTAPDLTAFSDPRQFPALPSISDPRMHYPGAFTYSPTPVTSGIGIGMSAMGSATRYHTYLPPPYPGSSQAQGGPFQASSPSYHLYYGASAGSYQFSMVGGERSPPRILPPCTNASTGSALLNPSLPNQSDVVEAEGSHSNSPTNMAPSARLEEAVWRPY
Target sequence (Q13951 whole entry, looked up): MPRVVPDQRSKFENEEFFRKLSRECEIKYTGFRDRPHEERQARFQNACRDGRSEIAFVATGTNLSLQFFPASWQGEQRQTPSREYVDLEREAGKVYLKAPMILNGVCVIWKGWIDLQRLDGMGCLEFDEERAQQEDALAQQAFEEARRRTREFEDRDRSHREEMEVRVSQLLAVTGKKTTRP
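AlphaScreen proximity signal reports loss of binding between His-tagged CBF-beta and biotin-labelled RUNX1, each at 30 nM. Proteins are pre-associated for 20 minutes, compounds added for 15 minutes, then beads for 90 minutes, all at ambient temperature.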
GAA inh: qHTS Assay for Inhibitors of Human alpha-Glucosidase as a Potential Chaperone Treatment of Pompe Disease | purified human GAA, 4-MU-alpha-glucoside fluorescence | Potency, µM (top dose mostly 76.9 µM), inactives show at the highest dose activity change, negative = inhibition, actives largely listed as inhibitors | 200,000 tested, 0.005% active;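 also: potency is read from the fitted curve at half-maximal effect; plate controls were uninhibited enzyme wells for no effect and no-enzyme background for full effect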
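Enzyme (4 nM final) mixed with compound (up to 77 uM), then 4-MU-alpha-D-pyranoside (400 uM final) added; 20 min at room temperature, pH 5.0. Reaction stopped at pH 10, fluorescence read, AC50 derived by Hill fit.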
GAA spleen mod: qHTS Assay for Inhibitors and Activators of Human alpha-Glucosidase From Spleen Homogenate | human spleen homogenate, 4-MU-alpha-glucoside fluorescence | Lysosomal alpha-glucosidase (Homo sapiens), P10253 | 240,000 tested, 0.006% active | Potency, µM (top dose mostly 79.9 µM), inactives show at the highest dose activity change, negative = inhibition, most hits filed as inhibitors | AID 2112, 2009;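 also: potency is read from the fitted curve at half-maximal effect; 0% = enzyme with vehicle and -100% = no enzyme basal signal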
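AC50 values come from Hill-equation fits of concentration-response data, normalized to no-enzyme and full-activity controls. Enzyme source: 1 ug human spleen homogenate; 1 mM fluorogenic 4-MU glucoside, pH 5.0 citrate buffer, 37 C, 40 min.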
* marks the source's active call; other numbers are inactive results; ? = inconclusive; . = not tested or not shown; & = joins results of further samples; [ ] = another dose, or the depositor's remark. Unless noted, calls follow the shape of the dose curve; as a rule, active = well fitted curve in the direction sought with a large enough effect; inconclusive = small, poorly fitted or top-dose-only effect, or another doubt; inactive = no such curve, though single readings can be large; an effect the other way counts as inactive or inconclusive.

Fields: GAA inh	Lamin A splicing	HTT ATP protect	GAA glycogen mod	CBFb RUNX1 block	HttQ103 aggreg	GAA spleen mod
1	CCOc1cc(/C=N/NC(=O)CSc2nncn2C)ccc1OCc1ccccc1
 : 4%	?	.	-5%	0%	16%	1%
2	CC(C)[C@H](NC(=O)c1ccc(F)cc1)C(=O)NC1=NCCS1
 : -1%	-10%[46 µM]	?	5%	-11%	10%	-9%
3	CCOc1ccc(C(=O)Nc2cc(NC(=O)c3ccc(OCC)c(Cl)c3)cc(C(=O)O)c2)cc1Cl
 : ?	?	30%	-13%	-15%	-13%[9.22 µM]	-7%
4	Cn1c(=O)c2c(nc(Oc3ccccn3)n2C)n(C)c1=O
 : -8%	11%	-1%[0.074 µM]	-9%	3%	-16%	2%
5	Cc1ccccc1NC(=O)C(C)O/N=C/c1cccc([N+](=O)[O-])c1 (stereo not drawn)
 : -3%	-2%	13%	2%	3%	1%[9.22 µM]	-3%
6	COCCn1c(N)c(N(Cc2ccccc2)C(=O)c2ccc(C#N)cc2)c(=O)[nH]c1=O
 : 1%	.	-18%	11%	-1%	-18%	5%
7	Cc1ccc(S(=O)(=O)N2CCN(C(=O)CSc3nnc(C)s3)C2)cc1
 : -1%	-3%	7%	?	-2%	-11%	3%
8	COC(=O)C1(C(=O)OC)Cc2conc2[C@H]1c1ccccc1
 : .	.	?	.	6%&-2%&16%	.	5%&-7%&-2%
9	N#CCCN1CCN(C(=S)c2ccc(-c3cc(Cl)ccc3Cl)o2)CC1
 : -5%	?	-29%	0%	?	-25%	0%
10	CCCCCn1cnc2c(sc3nc4c(cc32)CSC(C)(C)C4)c1=O
 : -7%	-10%	4%[10 µM]	2%	-11%	5%	-4%
11	COc1ccc(CCNS(=O)(=O)c2cccc3nsnc23)cc1OC
 : -13%	5%	7%[0.074 µM]	1%	9%	-20%	-8%
12	O=C1N(c2ccccc2)C(c2ccc(Cl)cc2)N2CCCN12 (stereo not drawn)
 : -1%	1%	13%[10 µM]	-6%	0%	-1%	-1%
13	O=C(CSc1n[nH]c(-c2ccncc2)n1)NC1CCS(=O)(=O)C1 (stereo not drawn)
 : 6%	0%	-3%	-1%	-3%	10%	-5%
14	c1ccc(CSc2ccc(-c3ccccn3)nn2)cc1
 : 2%	.	-133%[inhibitor]	5%	.	?	-3%
15	O=c1oc(-c2cccs2)nc2scc(-c3cccs3)c12
 : -1%	-13%	-19%	-3%	10%	-25%	-13%
16	Cc1ccc(-c2nnn(Cc3nc(N)nc(N4CCOCC4)n3)n2)cc1
 : -9%	0%	11%	-3%	12%	-8%	-5%
17	CN1CCN(C(=S)c2ccc(-c3cccc([N+](=O)[O-])c3)o2)CC1
 : .	.	1%[10 µM]	5%	-15%	11%[9.22 µM]	2%
18	COC(=O)c1ccccc1NC(=O)C12CC3CC(C1)CC(n1cnc(Cl)n1)(C3)C2
 : -1%	?	11%[10 µM]	-1%	3%	7%	-11%
19	CC1CCCCN1C(=O)CNCC1CCCO1 (stereo not drawn)
 : ?	-1%[46 µM]	2%[10 µM]	15%	7%	2%[9.22 µM]	1%
20	CCOC(=O)c1cc(C(C)(C)C)oc1CNC(=O)c1c(C)oc2c1CCCC2
 : -1%	-11%	23%[10 µM]	-7%	4%	-13%	-19%
21	O=C1CN(C(=O)COC(=O)CNC(=O)c2ccccc2)c2ccccc2N1
 : -5%	-8%	2%[10 µM]	5%	-1%	3%	13%
22	O=c1nc(-c2ccccc2)n(-c2ccc(Cl)cc2)[nH]1
 : -5%	-8%	3%[10 µM]	-2%	0%	-1%	-8%
23	Fc1cccc(Cl)c1-c1nnc2ccc(N3CCOCC3)nn12
 : -5%	-26%	-5%[10 µM]	-7%	-2%	-15%	1%
24	CCN1/C(=C\c2ccc3cc(C)ccc3[n+]2CC)Sc2cc(C)c(C)cc21
 : -23%	-15%[46 µM]	-76%[inhibitor]	-2%	-1%	0.89µM*	4%
25	O=C(c1sc2cc(F)ccc2c1Cl)N1CCN(c2cccc(Cl)c2)CC1
 : -16%	?	13%[10 µM]	2%	7%	-13%	-2%
26	Cc1cccc2cc(/C=C/C(=O)c3ccco3)c(Cl)nc12
 : .	.	8%[10 µM]	1%	0%	8%[9.22 µM]	1%
27	COc1cccc(NC2c3ccccc3C(=O)N2Cc2ccccc2Cl)c1 (stereo not drawn)
 : .	.	-11%[10 µM]	-12%	-1%	-23%[9.22 µM]	-2%
28	COc1ccc(C(=O)Nc2ccc(C(=O)NCCc3ccc(OC)c(OC)c3)cc2)cc1
 : .	.	12%[10 µM]	-9%	-3%	3%[9.22 µM]	7%
29	CCNC(=S)NNC(=O)c1cc(Br)cs1
 : 0%	-4%	.	2%	9%	-3%	1%
30	O=C(OCN1C(=O)c2ccccc2C1=O)C1CCCCC1
 : -4%	4%	9%[1.9 µM]	-13%	12%	31%	-1%
31	Cc1cc(OC(=O)c2ccc(S(=O)(=O)N3CCOCC3)cc2)c([N+](=O)[O-])c(=O)[nH]1
 : -6%	.	.	12%	-6%	19%	-9%
32	CN(CC(=O)N1CC=C(c2ccccc2)CC1)S(=O)(=O)c1cnc[nH]1
 : -6%	9%	-13%	-7%	1%	6%	2%
33	COc1cc(OC)cc(C(=O)NCC(=O)N2CCC(C)CC2)c1
 : -17%	?	2%[10 µM]	-7%	27%	3%	-3%
34	COc1ccc(OC(=O)COc2ccc(C)cc2)cc1
 : 6%	?	-27%	?	2%	11%	-11%
35	COc1ccc(CCNC(=S)NC(=O)c2cc(OC)c(OC)c(OC)c2)cc1OC
 : .	.	17%[10 µM]	0%	-5%	2%[9.22 µM]	4%
36	COc1ccccc1-c1nccc(NCc2ccccc2)n1
 : .	?	-3%	.	.	.	8%
37	COc1cc(CC(=O)Nc2cccc(SC)c2)cc(OC)c1OC
 : 3%	.	.	12%	3%	?	-2%
38	O=c1c2c(nc3n1CCCCC3)-c1ccccc1CC21CCCC1
 : 2%	?	-4%[10 µM]	1%	7%	?	-1%
39	COc1ccc(CNC(=O)C2CCCN(Cc3nc(-c4cccc(C)c4)oc3C)C2)cc1 (stereo not drawn)
 : -16%	.	-54%[inhibitor]	5%	-3%	-7%	-6%
40	COc1ccc(-c2cc(C(=O)O)c3sc(N4CCCCC4)nc3n2)cc1OC
 : ?	-1%	13%[10 µM]	-4%	1%	-9%	12%
41	CC(C)(C)OC(=O)N[C@@H](Cc1ccccc1)c1nnc(SCC(=O)c2ccc(Cl)cc2)o1
 : -2%	-20%	-26%	6%	-2%	-14%	4%
42	Cc1ccc(NC2(c3nnnn3-c3c(C)cccc3C)CCCCC2)cc1
 : 1%	?	25%[10 µM]	-12%	-6%	-12%	8%
43	COc1ccccc1C(=O)Nc1cc(Cl)ccc1O
 : -3%	-2%	-16%	-5%	-6%	7%	-3%
44	O=C(Nc1ccccc1)Nc1cccc(-c2cn3cccnc3n2)c1
 : 14%	?	-67%[inhibitor]	5%	7%	-11%	1%
45	C=CCn1c(Cc2cccs2)nnc1SCC(=O)Nc1ccc(OC)cc1
 : 6%	9%	-16%[0.074 µM]	5%	0%	3%	0%
46	O=S(=O)(Nc1nc2ccccc2nc1Cl)c1ccc(F)cc1
 : .	.	-8%[10 µM]	6%	7%	-18%[9.22 µM]	-3%
47	O=C(Cn1cnc2ccccc21)N/N=C/c1ccco1
 : -3%	-5%	-19%[10 µM]	-13%	10%	-12%	16%
48	CC(c1ccccc1)C(Cc1nc2ccccc2[nH]1)c1nc2ccccc2[nH]1 (stereo not drawn)
 : 0%	?	-11%[10 µM]	3%	-7%	-4%	2%
49	O=C(CSc1ncc(-c2ccc(F)cc2)n1Cc1ccco1)Nc1nccs1
 : -8%[15.4 µM]	-5%	-10%[10 µM]	-6%	-3%	12%	5%
50	CCOC(=O)c1sc(NC(=O)CSc2nncn2C)nc1C
 : 9%	-5%[46 µM]	-54%[inhibitor]	-5%	2%	-3%	9%
51	Brc1ccc(-c2nnc3sc(CNC4CCCC4)cn23)cc1
 : -5%[15.4 µM]	-1%	10%	2%	5%	10%	-4%
52	COc1cccc(-c2cc(C(=O)Nc3cc(OC)c(OC)c(OC)c3)no2)c1
 : -4%	?	-41%[inhibitor]	0%	3%	?	-14%
53	CC1Cc2ccccc2N1C(=O)c1nn(C)cc1Br (stereo not drawn)
 : -6%	?	21%[10 µM]	0%	11%	3%	-11%
54	N#CCCN1CCN(C(=S)c2ccc(-c3cccc(Cl)c3)o2)CC1
 : -1%	?	-8%	-9%	?	10%	-8%
55	O=C(Nc1ccc2c(c1)CCC2)c1cc(=O)[nH]c2ccccc12
 : 3%[15.4 µM]	.	3%[10 µM]	5%	3%	-2%[9.22 µM]	-3%
56	CC(=O)Nc1ccc(NC(C)=C(C#N)C#N)cc1
 : -3%	-6%	38%[1.9 µM]	-2%	1%	-8%	3%
57	COc1ccc(C(=O)NCC(=O)OCC(=O)N2CCCc3ccccc32)cc1
 : 1%	-12%	24%[10 µM]	-5%	-4%	-8%	-5%
58	O=C(OCC(=O)N1CCN(C(=O)c2ccco2)CC1)c1ccccc1C(=O)c1ccccc1
 : 9%	-2%	-9%[10 µM]	2%	-1%	-6%	0%

Random draw from the library. About 1.5% of those tested had a hit in this group.
